# Bioassay records: PubChem, Fisher Drug Discovery Resource Center
# mcGAS lum = mouse cGAS inhibition by luminescence. Q8C6L5. recombinant cGAS, Kinase-Glo ATP depletion luminescence. inhibition, % at 12.5 µM. actives 0.15% (n = 160,000);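 further: 0% = negative control wells and 100% = reference inhibitor with no enzyme activity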
# NPYLR7 ag = activates Aedes aegypti NPYLR7 receptor; activation, % at 10 µM; HEK293T NPYLR7/Galpha15, GCaMP6s calcium fluorescence; AID 1259423; actives 0.15% (n = 270,000); in the data active means activation above about 40%;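 further: 0% = vehicle and 100% = reference agonist at the receptor; some compounds past the cut are filed as inactive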
# hcGAS inh = inhibitors of human cGAS. recombinant h-cGAS, ATP depletion, Kinase-Glo luminescence. Q8N884. actives 0.081% (n = 290,000). AID 1259398. inhibition, % at 12.5 µM;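 further: 0% = vehicle reaction and 100% = reaction without DNA for no activity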
# Target sequence (Q8N884 whole entry, looked up): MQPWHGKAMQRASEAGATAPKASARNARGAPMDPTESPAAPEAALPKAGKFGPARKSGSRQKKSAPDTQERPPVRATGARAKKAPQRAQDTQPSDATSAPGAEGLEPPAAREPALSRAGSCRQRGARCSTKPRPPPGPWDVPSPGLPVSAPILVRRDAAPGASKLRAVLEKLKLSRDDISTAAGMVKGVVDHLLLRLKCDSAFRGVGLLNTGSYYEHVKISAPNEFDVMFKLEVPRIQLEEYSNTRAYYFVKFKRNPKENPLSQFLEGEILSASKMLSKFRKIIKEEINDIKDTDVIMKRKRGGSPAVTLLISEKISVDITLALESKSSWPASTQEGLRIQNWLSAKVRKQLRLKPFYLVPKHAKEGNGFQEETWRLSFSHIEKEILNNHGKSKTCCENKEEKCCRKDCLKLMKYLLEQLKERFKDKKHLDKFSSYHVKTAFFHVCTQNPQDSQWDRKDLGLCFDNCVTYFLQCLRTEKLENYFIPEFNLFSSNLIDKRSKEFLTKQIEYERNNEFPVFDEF
# Numbers without * were called inactive; · = not tested or not shown; & = joins results of further samples. Unless noted, no stated cut-off is given here; in the data, active means inhibition above about 40%; inactive means the rest.
SMILES,mcGAS lum,NPYLR7 ag,hcGAS inh
COc1cc(CN2CCCN(C(C)=O)CC2)ccc1OCC(O)CN1CCCCCCC1 (stereo not drawn),·,5.5,-11.0
O=C(Cn1cnc2c(cnn2CCO)c1=O)N1N=C(c2cccs2)CC1c1ccc(F)cc1 (stereo not drawn),·,13.8,-13.0
C#CCNC(=O)c1csc(-c2cc(Br)cs2)n1,·,-1.3,-1.6
CSc1ncc(CNC(=O)c2cn(-c3ccccc3)nn2)n1C,-1.8,-0.2,-3.5
COc1ccc2c(c1)CC(CNC(=O)c1ccccc1Cl)O2 (stereo not drawn),-8.9,30.2,-9.0
CC(C)c1nnc(SC(C(=O)NCc2cccnc2)C(C)C)n1C1CC1 (stereo not drawn),·,-4.9,-0.8
CC1CCN(c2ccc(NC(=O)C(c3ccccc3)c3ccccc3)cc2C(=O)NC2CC2)CC1,-5.6,·,-3.3
COc1ccc(C(=O)Nc2ccc(S(=O)(=O)Nc3nc(C)cc(C)n3)cc2)cc1,-5.3,13.4,-3.0
CC(=O)Nc1ccc(CN2C(=O)C(Cc3ccccc3)ON=C2c2ncccc2C)cc1 (stereo not drawn),·,2.5,-4.0
Cc1nc(-c2ccoc2)n(CC(=O)NN(C)c2ccccc2)c1C,·,11.2,-9.7
O=c1[nH]c(CN2CCc3ccccc32)nc2scc(-c3ccc(F)cc3)c12,-14.9,7.4,-6.1
CCCCN(C)C(=O)Cn1ncn2c(cc3sc(CC)cc32)c1=O,-1.6,7.4,-1.4
Cc1nc2scc(CC(=O)NCCN(C)C)n2c(=O)c1-c1cc(C)n(-c2cccc(F)c2)n1,-0.3,·,2.2
CC(C)SC(NC(=O)OCc1ccccc1)C(=O)NCCc1c[nH]c2ccccc12 (stereo not drawn),-6.5,-5.1,-5.0
O=C(CCCn1cncn1)N1CCCC2(C=Cc3ccccc3O2)CC1 (stereo not drawn),·,1.0,-6.5
COc1c(Br)c(CC2CC(C(N)=O)=NO2)c(Br)c2c1OCO2 (stereo not drawn),·,-4.7,6.3
CC(C)c1n[nH]c(=O)c2c1cnn2-c1ccccc1,·,4.9,-1.1
N#Cc1ccc(/C=C/c2nc3ccccc3c(=O)[nH]2)cc1,-8.4,3.9,-10.0
O=C(CN1CCN(c2ccc3c(c2)OCCO3)C1=O)Nc1nc(-c2ccco2)cs1,·,-3.9,0.3
COc1ccc(CCN(Cc2cccs2)C(=O)CN(CC2CCCO2)C(=O)Nc2c(C(C)C)cccc2C(C)C)cc1OC (stereo not drawn),0.6,-11.9,18.0
Nc1ccnn1CC1CCOC1 (stereo not drawn),·,2.0,-12.9
CN(Cc1ccc(F)cc1)C(=O)NCc1ccc2c(c1)OCO2,-7.7,2.5&6.6,-6.3&-3.9
CO[C@H](C(=O)N1CCc2c(nc(-c3cccnc3)[nH]c2=O)C1)c1ccccc1,·,8.5,-5.5
Cc1cc(NC(=O)Cc2ccccc2)n(-c2ncnc3c2cnn3-c2ccc(F)cc2)n1,-9.5,5.3,-5.8
CC(C)CN(CC(=O)N(Cc1ccc(F)cc1)Cc1cccs1)C(=O)c1cccc(C(F)(F)F)c1,-4.2,-1.7,-12.3
O=C(CC1C(=O)NCCN1C/C=C/c1ccccc1)NCCc1cn2ccccc2n1 (stereo not drawn),-2.8,1.4,-1.6
COc1cc(-n2cnc3cnc(-c4cccc(OC(F)(F)F)c4)cc32)cc(OC)c1OC,-5.4,4.5,-4.0
CCC(CC)C(=O)N(Cc1cc(NC(=O)C(C)C)ccc1N(C)C)C(C)c1ccccc1 (stereo not drawn),-3.6,13.4,-8.3
Cc1cc(C)n(Cc2cc(C(=O)N3CCCC3c3ccccc3C)n[nH]2)n1 (stereo not drawn),-15.9,11.2,-2.8
CC(=O)N1CCC(Nc2nc(CN3CCOCC3)nc3sc4c(c23)CCC(C)C4)CC1 (stereo not drawn),·,8.5,-7.4
COc1ccc2c(c1)SC(C)C(=O)N2Cc1ccccc1C (stereo not drawn),·,4.7,0.4
CCN1C(=S)SC(=O)C1=C1C=C(C)N(Cc2ccco2)C(C)=C1,-3.1,13.0,-10.0
CCCCCCOCCOCCOC(=O)N1CCC2(CC1)C(=O)NCN2c1ccccc1,-3.0,-20.9,-6.5
O=C(Nc1oc2ccccc2c(=O)c1-c1ccccc1)C1CCCCC1,-5.4,20.2,-3.7
CCC(=O)C(C)OC(=O)CN(C)c1cnccn1 (stereo not drawn),·,-2.1,-10.1
COc1cc(Br)cc(C2N=C(N)Nc3nc4cc5c(cc4n32)OCCCO5)c1O (stereo not drawn),·,10.8,-3.9
CC(C)(C)C1CCC2(CC1)NC(=O)N(CC(=O)NCc1cnc3ccccc3c1)C2=O (stereo not drawn),-7.5,-1.3,-6.2
COC[C@@H]1OC[C@@]2(C)C3CC[C@@H](O)[C@@H](CC(=O)N4CCCC4)[C@]3(C)CC[C@H]2O1 (stereo partly drawn),-6.8,-8.2,-5.6
COc1c(F)cccc1C(=O)N1CCC2(CC1)CC(C(=O)O)N(C)C2 (stereo not drawn),-10.0,6.6,-4.5
CCn1cc(S(=O)(=O)Nc2cc(-c3cc(C)cc(C)c3)[nH]n2)cn1,·,-2.3,3.0
COCCNc1oc2c(c1-c1cccc([N+](=O)[O-])c1)c(=O)oc1c(C)cccc12,-5.8,-7.4,-4.3
O=C(Nc1ncc(Cl)s1)C1CC1c1ccco1 (stereo not drawn),·,-1.6,-7.0
COc1ccc(NC(=O)Nc2c(-c3cc(OC)c(OC)c(OC)c3)n[nH]c2C)c(OC)c1,-3.9,·,-3.7
O=C(CCS(=O)(=O)c1ccc2c(c1)OCCO2)Nc1cccc2ccccc12,·,-2.0,0.1
O=C(Nc1cccc(-c2nc3ccccc3o2)c1)c1ccc(Cl)c(Cl)c1,0.7,-7.0,-0.4
COc1cccc(-c2cc(C(=O)NCc3cccc(C(F)(F)F)c3)n(-c3ccc(Cl)c(Cl)c3)n2)c1,-3.3,-0.7,3.8
COc1ccc(-c2cccc(-c3cccc(NC(=O)c4ccc(F)cc4C(F)(F)F)c3)n2)cc1,-5.2,-1.9,-4.0
Cn1cc(-c2nc(C(=O)NC34CC5CC(CC(C5)C3)C4)cs2)cn1,-5.5,0.4,-4.3
COc1cc(OC)cc(C(=O)N(CCCN2CCOCC2)CC(=O)N(Cc2ccc(F)cc2)Cc2ccco2)c1,-4.4,7.1,-1.8
CCCN(CC(=O)N1CCc2sccc2C1c1ccc(Cl)cc1)C(=O)Nc1ccc(OC)cc1OC (stereo not drawn),-4.9,-3.0,-4.4
COC(=O)CCCCC(=O)c1[nH]c(=O)[nH]c1C,·,8.4,-7.8
CCc1nc(C)c(C(=O)N2CCCC3(CC2)CNC(=O)O3)o1 (stereo not drawn),-12.9,9.4,-9.4
C#CCNC(=O)CN1CC2=C(C1=O)C(c1cccc(Cl)c1)NC(=O)N2CC=C (stereo not drawn),-0.5,4.2,-3.4
O=C(CCOc1cccc(F)c1)NC1CCc2ccccc21 (stereo not drawn),·,0.7,-15.8
O=C(NC1CCN(c2ccccc2C(=O)N2CCN(C(=O)C3CCCO3)CC2)CC1)C1CCCC1 (stereo not drawn),·,6.7,-2.1
Cc1ccc(C)c(-n2cnc(=O)[nH]2)c1,·,-0.8,-7.0
CCc1cccc(N2CC(C(=O)Nc3cccc(C#N)c3)CC2=O)c1 (stereo not drawn),-15.6,0.9,-1.6
C=CCn1c(-c2ccc3c(c2)OCCO3)csc1=Nc1c(C)n(C)n(-c2ccccc2)c1=O,-6.4,-4.6,-7.2
CCCc1nc(N2CCCN(C(=O)Nc3ccc(C(F)(F)F)cc3)CC2)c2c(C)nn(-c3ccccc3)c2n1,-3.6,9.0,-3.5
Cc1c(C)c2c(c(C)c1O)CCC(C)(C(=O)Nc1cnc3n1CCCC3)O2 (stereo not drawn),·,38.0,-0.8

# The listing continues:
SMILES,mcGAS lum,NPYLR7 ag,hcGAS inh
O=C(C(Cl)Cl)N1CCN(c2nc3nccc(-c4cc(Cl)ccc4Cl)n3n2)CC1,-4.5,1.8,-5.5
Cc1cc(CNC(=O)N2CCN(Cc3ccccc3)C(C)(C)C2)no1,·,9.0,-7.6
COc1ccc(SCC(=O)NC(=O)c2cccs2)cc1,·,11.3,-7.9
Cc1cc(C)n(C)c(=O)c1C(=O)O,·,-3.5,-7.8
CCN(Cc1ccncc1)C(=O)C1CCCN1C(=O)C1CCCCC1 (stereo not drawn),·,18.3,-1.4
Nc1nc(NCCc2ccccc2)nc(N2CCN(Cc3ccccc3)CC2)c1[N+](=O)[O-],·,0.2,-3.3
CCc1ccccc1N1CCN(C(C)=O)C(C)C1=O (stereo not drawn),-2.4,-0.8,0.8
Cc1cc(C)cc(-n2nc3c(c2NC(=O)/C=C\c2ccccc2)CSC3)c1,·,-3.5,4.5
c1cnc(Sc2nc3ccccc3s2)nc1,·,4.0,-7.1
Cc1ccn2c(=O)c(NC(=O)c3ccccc3F)c(C)nc2c1,·,1.6,-11.8
Cc1ccc(NC(=O)Cn2c3ccccc3c(=O)c3ccccc32)c(Br)c1,·,-1.8,-6.4
O=C(CSc1nnc(-c2ccc(Cl)cc2)n1-c1ccccc1)N/N=C\c1ccc(OCc2ccccc2)cc1,-4.3,13.2,-6.2
CCCCn1nnnc1CN1CCOC(c2ccc(Br)cc2)C1 (stereo not drawn),·,4.4,-13.1
CCOc1ccccc1C(=O)Nn1cnc2c(cnn2-c2ccc(C)cc2)c1=O,·,21.9,4.7
O=C(CSc1nnc(SCc2ccccc2)s1)NN=Cc1ccc([N+](=O)[O-])cc1,-4.1,-4.1,-4.3
Cc1noc(C)c1C(=O)N1CCC2(CCCN(Cc3cccc(F)c3F)C2)C1 (stereo not drawn),·,6.7,-9.2
COC(=O)c1ccc(Cn2cc([N+](=O)[O-])cn2)cc1,·,-5.6,3.6
Cc1cnc(CCNC(=O)NC(C)(C)C)n1C(C)C,-4.3,·,-10.9
O=C(O)c1cccc(CS(=O)(=O)c2ccccc2)c1,-7.7,-5.4,-6.3
Cc1[nH]n(-c2ccc([N+](=O)[O-])cc2)c(=O)c1N=Nc1nc2ccccc2s1,5.1,-15.4,6.4
O=S(=O)(Cc1ccccc1)NCCNc1ccc(Nc2ccccn2)nn1,·,13.3,-6.7
O=c1nc(SCc2ccc([N+](=O)[O-])cc2)nc2ccccn12,-5.5,7.0,-3.4
O=c1oc(-c2ccco2)nc2cc(Cl)ccc12,-1.6,-3.1,-4.1
COCCn1c(=O)c2c(nc3n(CCc4ccccc4)c(C)c(C)n23)n(C)c1=O,·,6.1,-11.0
CN(C)S(=O)(=O)N1CCN(c2ccc([N+](=O)[O-])c(NC3CC3)c2)CC1,·,-9.2,1.8
